Bioassay records (PubChem BioAssay)
TWEAK-Fn14 inh – TWEAK-Fn14 signaling inhibition | 360,000 compounds, 2% hits | inhibition, % at 10 µM | AID 1159606 | TWEAK-stimulated Fn14 reporter cells, luciferase luminescence, 8 h; in the data active means inhibition above about 50%
NR5A2 inv ag – inverse agonists of human LRH-1 (NR5A2) | O00482 | 360,000 compounds, 0.13% hits | inhibition, % at 3.6 µM | HEK293T StAR-luciferase reporter, LRH-1 transfected, 24 h | AID 602396;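 active means inhibition above the mean inhibition of all tested compounds plus 3 SD, cut at about 73% in these data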;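 further: 0% = DMSO wells and 100% = reporter-only cells lacking LRH-1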
TRAIL sens C8 – sensitizes caspase-8 expressing cells to TRAIL | NB7+C8 cells + TRAIL, ATPlite viability luminescence | inhibition (viability loss, TRAIL sensitization), % at 10 µM | 360,000 compounds, 1% hits;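 active means compounds causing at least 50% loss of cell viability in the single-dose screen, relative to plate controls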
LMP1 NFkB inh – reduces LMP1-driven NF-kappaB luciferase signal. LMP1-induced NF-kappaB luciferase reporter cells, luminescence. 350,000 compounds, 0.69% hits. inhibition, % at 12.5 µM; in the data active means inhibition above about 41%;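 further: 0% = neutral control wells and 100% = reference inhibitor control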
Shn3 inh set2 – inhibitors of Schnurri-3 3'UTR reporter in osteoblasts | AID 588674 | inhibition, % at 12.5 µM | 360,000 compounds, 0.52% hits | Clone20 osteoblast Shn3 3'UTR firefly luciferase, 24 h;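 active means mean inhibition of at least 75% with every replicate also reaching 75%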;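 further: 0% = median of neutral control wells and 100% = pilot-screen positive control compound; some compounds past the cut are filed as inactive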
SRC3 inh – human NCOA3 inhibition; Q9Y6Q9; HEK293 GAL4-SRC3 luciferase reporter, luminescence; inhibition, % at 3.6 µM; 360,000 compounds, 0.17% hits; AID 588352;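 active means inhibition above a per-campaign cutoff, the mean of all compounds plus 3 SD, cut at about 60% in these data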;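 further: 0% = DMSO-treated cells and 100% = gossypol-treated cells at 36 µM; higher means less SRC3-driven luciferase light from the GAL4 reporter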
Target sequence (Q9Y6Q9 whole entry, looked up, the tested form may be a part): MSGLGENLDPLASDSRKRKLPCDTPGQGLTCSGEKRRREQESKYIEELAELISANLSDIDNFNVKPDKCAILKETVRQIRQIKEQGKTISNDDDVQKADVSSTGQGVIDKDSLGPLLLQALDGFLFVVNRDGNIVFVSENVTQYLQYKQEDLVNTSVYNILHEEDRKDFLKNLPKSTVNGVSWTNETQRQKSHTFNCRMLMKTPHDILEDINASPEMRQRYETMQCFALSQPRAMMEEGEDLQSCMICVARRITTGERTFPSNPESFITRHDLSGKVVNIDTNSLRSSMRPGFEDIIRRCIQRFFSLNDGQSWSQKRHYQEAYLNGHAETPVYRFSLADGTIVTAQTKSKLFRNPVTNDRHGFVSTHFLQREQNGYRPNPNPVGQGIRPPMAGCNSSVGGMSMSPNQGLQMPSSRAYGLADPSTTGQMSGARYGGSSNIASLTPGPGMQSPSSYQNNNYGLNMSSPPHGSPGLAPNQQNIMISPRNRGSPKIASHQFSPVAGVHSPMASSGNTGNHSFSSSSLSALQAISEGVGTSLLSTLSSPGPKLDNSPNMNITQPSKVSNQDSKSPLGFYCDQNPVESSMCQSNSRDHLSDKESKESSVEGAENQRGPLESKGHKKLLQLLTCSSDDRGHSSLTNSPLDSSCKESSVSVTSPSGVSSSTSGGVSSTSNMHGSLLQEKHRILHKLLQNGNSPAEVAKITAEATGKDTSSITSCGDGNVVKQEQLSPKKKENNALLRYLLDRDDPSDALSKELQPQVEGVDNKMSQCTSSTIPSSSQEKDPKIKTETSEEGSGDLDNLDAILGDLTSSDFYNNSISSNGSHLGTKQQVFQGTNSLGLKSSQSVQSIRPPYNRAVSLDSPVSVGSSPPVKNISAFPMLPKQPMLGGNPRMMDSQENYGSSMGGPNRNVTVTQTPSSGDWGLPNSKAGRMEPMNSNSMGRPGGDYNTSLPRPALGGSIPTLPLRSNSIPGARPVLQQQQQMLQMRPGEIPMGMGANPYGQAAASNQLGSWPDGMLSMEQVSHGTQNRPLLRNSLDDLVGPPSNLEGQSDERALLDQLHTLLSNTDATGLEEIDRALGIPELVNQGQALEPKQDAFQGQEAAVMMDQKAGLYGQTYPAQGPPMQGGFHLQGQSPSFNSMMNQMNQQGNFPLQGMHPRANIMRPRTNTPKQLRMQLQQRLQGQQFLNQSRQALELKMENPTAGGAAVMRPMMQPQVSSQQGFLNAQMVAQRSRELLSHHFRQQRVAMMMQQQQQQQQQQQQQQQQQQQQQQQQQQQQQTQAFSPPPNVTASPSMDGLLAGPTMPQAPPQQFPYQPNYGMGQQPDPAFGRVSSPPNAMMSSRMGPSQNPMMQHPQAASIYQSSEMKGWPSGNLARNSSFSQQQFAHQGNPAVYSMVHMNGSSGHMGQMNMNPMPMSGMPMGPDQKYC
NCOA1 inh – inhibits human SRC1 coactivator; HEK293 GAL4-SRC1 luciferase reporter, luminescence; inhibition, % at 3.6 µM; 360,000 compounds, 0.12% hits; AID 588354;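 active means inhibition above the campaign mean plus 3 SD, with each screening campaign given its own cutoff, cut at about 60% in these data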;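 further: 0% = DMSO treated cells and 100% = gossypol at 36 µM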
COUP-TFII inh – NR2F2 (human) inhibition, primary screen; inhibition, % at 8.6 µM; P24468; HEK293T NGFI-A luciferase reporter, luminescence; 370,000 compounds, 0.7% hits;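 active means inhibition above a per-plate cutoff, mean inhibition of test wells between control levels plus 3 SD, cut at about 38% in these data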;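 further: cells cotransfected with COUP-TFII expression vector driving the NGFI-A reporter; 0% = median of COUP-TF2 test wells and 100% = reporter-only cells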
CF NFkB block – inhibitors of cystic fibrosis induced NF-kB | 360,000 compounds, 0.86% hits | KKLEB NF-kB-GFP reporter, PAF-induced, GFP fluorescence overnight | AID 588850 | inhibition, % at 5 µM;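 active means at least 50% inhibition at 5 µM, scaled per plate between neutral and stimulator controls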;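 further: PAF is a Pseudomonas aeruginosa culture filtrate used as stimulus; plate controls were PAF-stimulated DMSO wells for no effect and unstimulated DMSO wells for full effect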
KKLEB tox – CF airway cell cytotoxicity counter-screen; KKLEB CF airway cells viability, ATPlite luminescence, overnight; stronger effect = lower value; cells stimulated with P. aeruginosa culture filtrate; activity change (cytotoxicity), % at 5 µM; 360,000 compounds, 0.36% hits; AID 602141;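 active means corrected activity change at or below -50% at 5 µM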
TROY signal inh – inhibitors of TROY-dependent NF-kB signaling | inhibition, % at 10 µM | Q293 LMP1-TROYcd NF-kB luciferase reporter, 4 h | 360,000 compounds, 0.98% hits | AID 1347056;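 active means compounds whose plate-normalised and pattern-corrected inhibition of the luciferase reporter signal at the single screening dose is 50% or more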
Numbers without * were called inactive; nt = not tested or not shown. Only part of the results is shown (hit frequency here may not be typical).

Preview:
Below each SMILES: TWEAK-Fn14 inh	NR5A2 inv ag	TRAIL sens C8	LMP1 NFkB inh	Shn3 inh set2	SRC3 inh	NCOA1 inh	COUP-TFII inh	CF NFkB block	KKLEB tox	TROY signal inh
> C[C@H](CO)N1C[C@H](C)[C@@H](CN(C)Cc2ccc3c(c2)OCO3)Oc2c(NS(=O)(=O)c3cn(C)cn3)cccc2C1=O
  0	10	-7	-2	4	12	-3	8	-18	20	5
> CCN1CCN(CC(=O)Nc2sc3c(c2C#N)CCC3)CC1
  1	-15	-3	-8	-14	7	7	7	10	-10	24

Main list, repeating the preview:
Below each SMILES: TWEAK-Fn14 inh	NR5A2 inv ag	TRAIL sens C8	LMP1 NFkB inh	Shn3 inh set2	SRC3 inh	NCOA1 inh	COUP-TFII inh	CF NFkB block	KKLEB tox	TROY signal inh
> C[C@H](CO)N1C[C@H](C)[C@@H](CN(C)Cc2ccc3c(c2)OCO3)Oc2c(NS(=O)(=O)c3cn(C)cn3)cccc2C1=O
  0	10	-7	-2	4	12	-3	8	-18	20	5
> CCN1CCN(CC(=O)Nc2sc3c(c2C#N)CCC3)CC1
  1	-15	-3	-8	-14	7	7	7	10	-10	24
> c1ccc(C(c2ccccc2)c2noc(CN3CCC(c4ccncc4)CC3)n2)cc1
  -2	-4	-8	-8	-17	5	5	16	4	9	10
> CN(C(=O)COc1ccc([N+](=O)[O-])cc1)C1CCS(=O)(=O)C1 (stereo not drawn)
  1	-11	-9	-1	-15	9	3	-5	-11	-9	-3
> COc1ccc(N/C(=N/c2nc(C)cc(C)n2)NC(=O)Nc2ccc(Cl)c(Cl)c2)c(OC)c1
  -15	-19	8	-13	22	-2	4	15	-6	-8	-5
> COc1cc([N+](=O)[O-])ccc1NC(=O)CN1CCN(C(=O)c2ccco2)CC1
  -12	-7	-8	0	20	-6	-10	4	0	-9	15
> CCN(CC)c1ccc(NC(=O)c2cccnc2)cc1
  -15	-59	-6	11	-17	-23	-45	-32	12	-6	-9
> Cn1c(SCc2cc([N+](=O)[O-])cc3c2OCOC3)nnc1-c1ccccn1
  0	25	-8	3	-14	13	-1	-27	-15	8	10
> COc1ccc(-n2ccsc2=S)cc1
  -3	-7	7	2	6	-2	-1	2	13	-6	-5
> O=C(CNC1CCCC1)Nc1ccc(N2CCCCCC2)cc1
  4	-6	0	0	7	12	-9	1	-16	13	-2
> CCOc1ccc(-c2c(=O)n(OCc3ccc([N+](=O)[O-])cc3)c3ccccc3[n+]2[O-])c(OCC)c1
  -3	8	13	2	-17	21	7	0	7	-13	-7
> COc1cccc(N(C(=O)c2snc(C(N)=O)c2N)C(C(=O)NCC2CCCO2)c2ccc(C)o2)c1 (stereo not drawn)
  4	-9	9	-4	1	-6	-39	-3	-13	8	-14
> O=C(c1ccc(Cl)cc1)[C@@H]1[C@@H]2C(=O)N(c3ccccc3)C(=O)[C@@H]2C2c3ccccc3C=NN21 (stereo partly drawn)
  3	-1	-2	1	-2	16	11	4	4	-8	-22
> CCN(CC)CCNC(=O)c1ccc(NC(=O)c2cccc(S(=O)(=O)Nc3ccc(C)cc3)c2)cc1
  6	2	-6	0	-12	12	10	8	10	-10	11
> COc1ccc(C(=O)CC(c2ccccc2)C2CCCCC2=O)cc1 (stereo not drawn)
  0	3	-11	0	4	4	0	7	0	-18	9
> CCC(=O)N(Cc1c(C)nn(-c2ccccc2)c1Cl)c1ccc(Cl)cc1
  2	2	-4	-2	17	13	11	-1	12	-12	-10
> COc1ccc(S(=O)(=O)N2CCN(C(=O)c3sccc3-c3ccccc3)CC2)cc1
  9	-5	6	-3	35	-37	-12	21	19	1	4
> C/C(=N\NS(=O)(=O)c1ccc(Cl)cc1)c1ccc(O)cc1
  8	-9	-7	-11	4	26	12	15	10	-2	-8
> O=C(NCc1ccc2c(c1)OCO2)c1cc2ncc(Br)cn2n1
  -14	6	10	-14	-16	-5	-7	-4	-10	7	-19
> COc1cccc(Cn2cnc3c(NS(=O)(=O)c4cccc(Cl)c4Cl)c(C)c(C)cc32)c1
  22	-7	-5	6	22	5	-6	-4	9	8	28
> Cc1ccc2cc(CCNS(=O)(=O)c3ccc(F)cc3)c(=O)[nH]c2c1C
  59*	8	14	0	3	-4	-17	9	-20	6	56*
> CC(=O)N1CCN(c2ccc(NC(=O)c3ccc(C)c([N+](=O)[O-])c3)cc2)CC1
  -27	6	-10	-7	4	9	10	-16	-6	5	4
> COc1ccc(-c2ccc(SCC(=O)NC3CCCCC3)nn2)cc1OC
  -37	-35	31	-5	-43	-57	-24	-20	27	-18	-31
> CCOc1ccccc1N(CC(=O)NCc1ccccc1)C(=O)CCC(=O)Nc1cc(C)ccn1
  13	0	-1	-3	56	11	-6	8	1	8	-8
> COc1c(NC=O)c2c(c([N+](=O)[O-])c1OC)C(=O)OC2
  5	-17	-7	6	-10	5	8	8	-6	20	19
> O=S(=O)(c1cccc(S(=O)(=O)N2CCOCC2)c1)N1CCCCC1
  9	11	-11	-1	9	15	5	13	-2	13	4
> Cn1c(=O)c2[nH]c(C3CC=CCC3)nc2n(C)c1=O (stereo not drawn)
  47	-8	-21	3	19	-21	1	7	-7	15	7
> Cc1ccc(C(=O)NC(=S)Nc2cccc(-c3nc4ccccc4s3)c2)cc1
  14	-6	-1	-21	-28	-16	-10	-15	8	4	-26
> CCCCN(CC)C(=O)c1ccc(Cl)c(Cl)c1
  34	-7	6	2	0	2	3	-5	21	-3	27
> CC1(C)CC(=O)C=C(Nc2cccc(C(F)(F)F)c2)C1
  5	-2	8	nt	25	24	-2	3	-9	-7	-15
> CCOC(=O)CNc1nnc(SCC(=O)OCC)[nH]c1=O
  2	-26	-16	0	12	17	-17	28	10	1	3
> COc1ccc(N(CC(=O)NC(C)C)C(=O)CCC(=O)Nc2ccccn2)cc1
  44	-9	-16	-2	-12	10	4	15	12	1	-10
> CCOc1ccc(NC(=S)N(CCN2CCOCC2)Cc2cc3cc4c(cc3[nH]c2=O)OCCO4)cc1
  11	8	-13	-7	1	9	-13	5	-22	5	-7
> Cc1cc(C)c(S(=O)(=O)NCC(c2cccnc2)N2CCN(Cc3ccccc3)CC2)c(C)c1 (stereo not drawn)
  16	-21	6	1	-26	-5	8	9	21	-6	-15
> O=C(Nc1ccc(Cc2ccncc2)cc1)c1ccc([N+](=O)[O-])o1
  1	44	30	-25	98*	0	-6	-35	45	-4	-19
> CC(=O)Nc1ccc(NC(=O)CSc2nccn2Cc2ccccc2)cc1
  -21	-9	-4	-4	-4	1	-9	3	-19	0	-9
> CCOC(=O)C1=C(COC(=O)CCOc2ccc(C)cc2)NC(=O)NC1C (stereo not drawn)
  15	7	18	11	7	24	-48	-18	44	-13	1
> O=C(CSc1nnc(CNc2ccc(F)cc2)o1)N1CCCc2ccccc21
  8	-10	-1	-7	4	-24	-3	4	8	-1	2
> COc1cc(NC(=O)COC(=O)CO/N=C(\C)c2ccc3c(c2)OCO3)cc(OC)c1
  -16	1	-7	-5	8	3	14	9	-18	6	0
> COc1ccc(-c2cc(C(=O)OCC(=O)N(C)C)c3ccccc3n2)cc1
  -19	1	18	2	-17	-15	-5	-10	-1	-4	-32
> N#Cc1ccc(OCC(=O)Nc2nc(-c3cccnc3)cs2)cc1
  -6	-2	7	-4	4	-1	-1	-21	24	-7	13
> CC1CCN(C(=O)c2ccc3c(Cl)c4c(nc3c2)CCCC4)CC1
  -22	-8	-3	1	-12	3	-38	8	17	0	-14
> COc1ccc(CNc2oc(-c3cccc4ccccc34)nc2C#N)cc1
  -5	-14	2	-5	-1	15	5	21	3	0	-31
> Cc1ccc(F)cc1NC(=O)N1CCCN(C(=O)OC(C)(C)C)CC1
  -17	1	-10	-7	-19	4	-10	-1	8	8	1
> CCCn1nnc(NC(=O)c2cc(Br)ccc2OC)n1
  11	23	12	-1	-2	-8	-3	0	-20	6	-20
> CCN(CC)S(=O)(=O)c1cc(NC(=O)COC(=O)CCC(=O)c2cccs2)ccc1C
  -12	11	5	-7	9	4	1	1	-15	15	17
> O=C(COC(=O)c1cc(Cl)nc(Cl)c1)Nc1ccc(Cl)c(S(=O)(=O)N2CCOCC2)c1
  -13	11	-12	3	-1	0	-5	-4	8	-14	8
> O=C(COC(=O)c1cccs1)Nc1ccccc1
  -20	-9	-18	0	-37	5	12	-11	-7	3	-13
> Cc1[nH]c2c([N+](=O)[O-])cccc2c1C
  -3	-5	8	-8	8	1	-6	-15	-8	6	-5
> COCC(C)NC(=O)CSc1nc2ccccc2c(=O)n1CCc1ccc(S(N)(=O)=O)cc1 (stereo not drawn)
  -7	2	-25	2	19	6	5	7	-5	1	2
> CCOc1ccc(NC(=S)NCc2ccc3[nH]c(C)cc3c2)cc1
  -2	2	-15	-3	26	10	-10	-5	1	14	6
> CCCCCn1nc(C(=O)N(CCOC)c2c(N)n(CCCC)c(=O)[nH]c2=O)c2ccccc2c1=O
  -10	-3	0	-2	3	2	0	5	2	-3	3
> COc1ccc(Cl)cc1S(=O)(=O)NC1CC(C)(C)NC(C)(C)C1
  -49	7	1	-1	1	7	1	14	8	2	-3
> Cc1nnc(NC(=O)c2ccccc2F)s1
  9	-36	2	-6	-11	-17	-24	-10	-9	4	-43
> Cc1[nH]c2ccccc2c1C(=O)CN1CCN(c2ccc(Cl)cc2)CC1
  -5	-25	-6	-8	17	8	-7	-3	6	-11	0
> COc1ccc(C(CNC(=O)CCNS(=O)(=O)c2ccc(Br)cc2)N2CCCC2)cc1 (stereo not drawn)
  -8	-3	3	-4	-18	-2	-19	7	10	-13	-19
> Cc1c(NC(=O)C(C)OC(=O)c2ccc(NC(=O)CC#N)cc2)c(=O)n(-c2ccccc2)n1C (stereo not drawn)
  11	4	3	-6	-10	-11	-9	0	5	4	-6
> CN(Cc1ccccc1)S(=O)(=O)c1csc(C(N)=O)c1
  5	2	6	3	-7	-14	-19	10	25	-7	-11
> CC1(C(=O)Nc2cccc(C#N)c2)CCN1C(=O)c1ccccc1CCc1ccccc1 (stereo not drawn)
  11	-6	2	nt	23	1	-4	-3	13	-21	-6
> CC(=O)Nc1nnc(CCS(=O)(=O)c2ccc(C)c(C)c2)s1
  1	17	7	11	-6	26	0	-4	-2	-8	-31

Continued:
Below each SMILES: TWEAK-Fn14 inh	NR5A2 inv ag	TRAIL sens C8	LMP1 NFkB inh	Shn3 inh set2	SRC3 inh	NCOA1 inh	COUP-TFII inh	CF NFkB block	KKLEB tox	TROY signal inh
> O=C(CSc1nc2ccccc2[nH]1)Nc1ccccc1F
  5	-16	-9	1	12	16	-9	-2	1	-5	-22
> O=C(Nc1ccc2c(c1)OCO2)C1CCCN(S(=O)(=O)Cc2ccccc2)C1 (stereo not drawn)
  -4	-8	1	-11	-16	8	6	-25	-4	-1	0
> CCOc1ccc(CN(C)CC(=O)Nc2ccc3c(c2)CCC3)cc1OC
  -10	8	-10	3	55	12	-6	-1	7	0	5
> Nc1cc2c(cc1C(=O)c1ccccc1F)OCCO2
  1	17	0	2	-4	-27	3	-12	1	1	-4
> CCCCN(C(C)=O)c1c(CC)nc2ccc(C(=O)NCCc3ccccn3)cn12
  10	12	0	nt	-14	5	-9	-6	11	-15	4
> CCOc1ccc(NS(=O)(=O)c2ccc(NC(=O)c3cccnc3)c(OC)c2)cc1
  -12	0	0	12	11	14	4	2	-5	-4	1
